# Shiga toxin inh – blocks Shiga toxin action in Vero cells. inhibition, % at 38.7 µM. hit rate 9.2% among 290,000. Vero cells, Shiga toxin protein synthesis inhibition reporter; in the data active = inhibition mostly above about 28%, no sharp cut-off; inactive = mostly below about 43%; also: 0% is about no effect
# FBPA Giardia inh – blocks Giardia fructose-bisphosphate aldolase activity. A8B2U2. purified Giardia FBPA. Potency, µM (top dose mostly 59.6 µM), for the others: at the top dose activity, negative = inhibition, most hits filed as inhibitors. hit rate 0.71% among 290,000; also: potency is read from the fitted curve at half-maximal effect; % is scaled to controls: 0 for no effect and ±100 for the full control effect; nearly all actives have a fitted effect of over 55% in size
# Target sequence (A8B2U2 whole entry, looked up): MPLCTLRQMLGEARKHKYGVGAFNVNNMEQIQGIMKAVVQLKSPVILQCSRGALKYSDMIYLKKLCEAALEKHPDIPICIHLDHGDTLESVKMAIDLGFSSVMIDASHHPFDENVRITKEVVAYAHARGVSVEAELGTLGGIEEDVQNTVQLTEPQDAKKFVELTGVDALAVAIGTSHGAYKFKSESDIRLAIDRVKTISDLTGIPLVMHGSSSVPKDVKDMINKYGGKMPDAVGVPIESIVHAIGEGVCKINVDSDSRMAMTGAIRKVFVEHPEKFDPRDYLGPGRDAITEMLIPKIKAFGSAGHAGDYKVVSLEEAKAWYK
#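 Giardia FBPA (40 nM reagent) was preincubated 10 min at RT with compound (up to 57.5 uM final), then substrate plus GAPDH/TPI/NAD/arsenate coupling system with diaphorase/resazurin was added; resorufin fluorescence (525/598 nm) was read after 20 min.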
# CHX counter – counter-screen for Shiga toxin inhibitors: cycloheximide protein synthesis inhibition | max response, % | cell reporter, cycloheximide protein synthesis inhibition counterscreen | hit rate 12% among 300,000 | AID 2314; in the data active = max response mostly above about 13%, no sharp cut-off; inactive = mostly below about 14%; also: read at 38.3 µM for the half of the compounds with a filed dose; 0% is about no effect
# Pf growth 48h – inhibits P. falciparum growth in the first generation, 48 h | Potency, µM (titrated, usually from 28.7 µM), for the others: at the top dose activity change, negative = inhibition, most hits filed as inhibitors | hit rate 5.9% among 310,000 | AID 504832 | P. falciparum luciferase growth in erythrocytes, 48 h; also: potency is read from the fitted curve at half-maximal effect; % is scaled to controls: 0 for no effect and ±100 for the full control effect
#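 Read-out is firefly luciferase luminescence from an integrated reporter in P. falciparum, so falling signal marks reduced parasite growth. Infected erythrocytes were at 2% hematocrit and 0.1% parasitemia (final) in Albumax-supplemented RPMI 1640.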
# Sm TGR block – blocks Schistosoma mansoni thioredoxin glutathione reductase; Q962Y6; purified TGR, DTNB reduction, TNB absorbance 405 nm; Potency, µM (series often up to 114 µM), for the others: at the highest dose activity change, negative = inhibition, actives largely listed as inhibitors; hit rate 3% among 360,000; AID 485364; also: potency is read from the fitted curve at half-maximal effect; % is scaled to controls: 0 for no effect and ±100 for the full control effect; nearly all actives have a fitted effect of over 60% in size
#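 TGR 20 nM + NADPH 100 uM (dispensed conc.), cpd preinc 15 min RT; start with NADPH (500 uM addition) then DTNB (15 mM addition). Kinetic TNB absorbance, 405 nm filter. Four-parameter Hill fit across titration.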
# Pf growth 96h – P. falciparum growth inhibition at 96 hour, primary screen for plastid delayed-death inhibitors; P. falciparum luciferase reporter growth, 96 h; hit rate 6.9% among 320,000; Potency, µM (titrated, usually from 28.7 µM), inactives show at the top dose activity change, negative = inhibition, usual class: inhibitors; AID 504834; also: potency is read from the fitted curve at half-maximal effect; % is scaled to controls: 0 for no effect and ±100 for the full control effect
#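 P. falciparum expressing integrated firefly luciferase grown in erythrocytes (2% hematocrit, 0.05% parasitemia final) with compounds for 96 hours at 37 C, 5% CO2. Growth inhibition read as loss of luminescence after adding luciferase detection reagent.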
# Active calls of the source: *; ? = inconclusive; . = not tested or not shown; & = joins results of further samples; ! = not active in a repeat; [ ] = another dose, or the depositor's remark. Unless noted, calls follow the shape of the dose curve; as a rule, active = well fitted curve in the direction sought with a large enough effect; inconclusive = small, poorly fitted or top-dose-only effect, or another doubt; inactive = no such curve, though single readings can be large; an effect the other way counts as inactive or inconclusive.
SMILES,Shiga toxin inh,FBPA Giardia inh,CHX counter,Pf growth 48h,Sm TGR block,Pf growth 96h
Cc1cccc2c1-c1sc(C(=O)NCCCN3CCCC(C)C3)cc1CO2 (configuration not stated),-12,3%,-4,?,-15%,11%
CC(=O)Nc1ccc(S(=O)(=O)c2ccc(N)cc2)cc1,24*!,11%&17%,18*!,-3%,21%,-3%
CCN(CCO)CCCC(C)Nc1ccnc2cc(Cl)ccc12 (configuration not stated),4,5%&4%,-3,0.15µM*,.,0.17µM*
Cc1ccc(CNC(=O)C2CC(c3cc(C(F)(F)F)cc(C(F)(F)F)c3)=NO2)o1 (configuration not stated),17,0%,-4,22%,18µM*,48%[activator]
CC(C)c1ccc(NC(=O)C(c2ccc3c(c2)OCO3)N2CCCCC2)cc1 (configuration not stated),33,-11%,-1,.,0%,.
Cc1nc2c(cc1NC(=O)c1ccccc1)nc(C)n2Cc1ccccc1,-8,7%,1,-19%,8%,12µM*
O=C(O)c1ccc(N/N=C/C(Br)=C/c2ccccc2)cc1,11,9%,25*,129%[activator],1.1µM*,274%[activator]
CN(C)c1ccc(C2/C(=C(/O)c3ccc(Br)cc3)C(=O)C(=O)N2C)cc1 (configuration not stated),-3,-8%,-2,.,72%[activator],5.9µM*
Nc1ncc(S(=O)(=O)c2ccc(Cl)cc2)c(N)n1,2,6%,1,26%,0%,6%
CC(=O)c1ccc(Oc2ncnc(N)c2[N+](=O)[O-])cc1,6,-6%,-1,-12%,?,?
CCC(C)NC(=O)CSc1nc2cc3c(cc2c(=O)n1Cc1ccco1)OCO3 (configuration not stated),-16,0%,-13,-8%,9%,?
CCCn1c(=O)c(C(=O)NNC(=O)c2ccccc2Cl)c(O)c2ccccc21,-9,2%,1,20%,-9%,9%
Cn1c(=O)c2c(nc(N/N=C/c3ccncc3)n2Cc2ccccc2)n(C)c1=O,14,?,-4,?,9%,?
Cc1noc(C)c1-c1ccc2ncnc(NCc3cccc(F)c3)c2c1,-4,-11%,1,.,.,.
Cc1ccc(NC(=O)Cc2c(C(=O)O)n(C)c3ccccc23)cc1F,44,21%,12,13%,3%,?

# 3 successive entries out of the list so far, quoted:
SMILES,Shiga toxin inh,FBPA Giardia inh,CHX counter,Pf growth 48h,Sm TGR block,Pf growth 96h
Cn1c(=O)c2c(nc(N/N=C/c3ccncc3)n2Cc2ccccc2)n(C)c1=O,14,?,-4,?,9%,?
Cc1noc(C)c1-c1ccc2ncnc(NCc3cccc(F)c3)c2c1,-4,-11%,1,.,.,.
Cc1ccc(NC(=O)Cc2c(C(=O)O)n(C)c3ccccc23)cc1F,44,21%,12,13%,3%,?

# Further records:
SMILES,Shiga toxin inh,FBPA Giardia inh,CHX counter,Pf growth 48h,Sm TGR block,Pf growth 96h
COc1c(C)cc(S(=O)(=O)NCc2ccco2)c(C)c1C,21,4%,15*,?,-22%,?
O=[N+]([O-])c1c(NCc2ccccc2)cc(N2CCc3ccccc3C2)c2nonc12,20,?,-3,17%,?,?
Cc1cnc(NC2=NCCC2)s1,13,4%,-1,2%,5%,-28%[5.75 µM]
O=C(CN1CCC(n2nnc3cc(F)ccc32)CC1)NCCc1nc2ccccc2[nH]1,-3,1%,-3,?,7%,?
CC(C(=O)N1CCCC1)N1CCN(S(=O)(=O)c2ccc(OC(F)(F)F)cc2)CC1 (configuration not stated),.,.,.,?,4%,?
O=C(Nc1ccccc1C(=O)O)/C(=C/c1ccc(Cl)cc1Cl)NC(=O)c1ccco1,22,.,1,11%,-14%,?
O=C(CN1C(=O)c2ccccc2C1=O)Oc1ccc(Cl)cc1,-5,10%,3,20%,-7%,-15%
O=C(CCl)N(C1CCCC1)C1CCS(=O)(=O)C1 (configuration not stated),-14,-6%,-1,?,16µM*,?
CCN(CC)C(=O)c1ccc(N)cc1,2,2%,-6,-1%,-6%,24%
CNC(=O)NC(=S)NC(=O)c1cccc(Cl)c1,-3,?,-1,-3%,.,0%
CCOc1ccccc1C(=O)Nc1cc(=O)n(C)c(=O)n1C,-9,-4%,-3,0%,-18%,22%
CCOc1cc(C(=O)N/N=C/c2ccsc2)cc(OCC)c1OCC,6,5%,-2,8%,10%,-20%
CC(C)=CCN1CCN(Cc2ccc(C)s2)CC1CCO (configuration not stated),-2,4%,-3,1%,.,?
CC(C)CCNC(=O)C(C)N(C(=O)Cn1nnc(-c2ccc(F)cc2)n1)C1CCCC1 (configuration not stated),-24,8%,-2,.,9%[11.4 µM],?
COc1ccc(C(=O)NC(=S)Nc2ccc(Cc3ccncc3)cc2)cc1,6,-1%,1,?,?,198%[activator]
CCCCCCCC1CC(/C(C)=N/NC(N)=O)OC1=O (configuration not stated),-7,2%,-4,2%,0%,?
CCC1CCCCN1C(=O)CSc1nnc(-c2cccs2)o1 (configuration not stated),89*,2%,29*,63%[activator],2%,0%
C/C(=N\OC(=O)c1cccc(C)c1)c1sc(-c2ccccc2)nc1C,15,6%,2,245%[activator],10%,287%[activator]
O=C1NC(=O)N(CCC2=CCCCC2)C(=O)/C1=C/c1cccs1,12,3%,-3,1%,-16%,33%[activator]
COc1cc(OC)c(CN2CCC(Cc3ccccc3)CC2)cc1Br,-3,?,-1,-15%,-20%,198%[activator]
CCOc1ccc(NC(=S)Nc2cccc3cnccc23)cc1,11,?,14*,0%,-24%,21%
CCCCc1cc(=O)oc2cc(OCC(=O)N[C@@H](Cc3ccccc3)C(=O)O)ccc12,-12,19%,-2,?,8%,-19%
CCOC(=O)C1=C(C)N=c2s/c(=C/c3ccc(OCC(=O)O)cc3)c(=O)n2C1c1ccc(F)cc1 (configuration not stated),-1,-3%,-1,3.3µM*,-13%,?
CCc1ccc2c(CN3CCN(S(=O)(=O)c4cccs4)CC3)cc(=O)oc2c1,-12,-8%,-2,?,4%,?
CCCCCCn1cc(C(=O)O)c(=O)c2ccccc21,-7,10%,-5,?,8%,-1%[5.75 µM]
CCOc1cc(CNn2cnnc2)cc(Br)c1OCC(=O)NC(C)(C)C,-17,19%,-3,-13%,-8%,?
COc1ccc([N+](=O)[O-])cc1NC(=O)c1ccc(CN(c2ccc(C)c(C)c2)S(C)(=O)=O)cc1,-17,0%,-3,-19%,4%,?
Cc1ccc(C(=O)NC2(C(F)(F)F)NC(=O)N(c3ccc(Cl)cc3)C2=O)cc1 (configuration not stated),10,-6%,-6,3%,0%,2%
Cc1ccc(-n2cc(C(C)(C)C)[nH]c2=S)cc1,18,2%,29,?,15%,18%
CCn1c(CNC(=O)c2ccco2)nnc1SCC(=O)Nc1cc(C(F)(F)F)ccc1Cl,-6,1%,10,?,-5%,.
Cc1ccc(OCC2Cn3c(nc4c3c(=O)n(C)c(=O)n4C)O2)cc1 (configuration not stated),-9,5%,-3,12%,0%,21%
C=Cc1ccc2c(c1)OCCOCCOCCOCCOCCO2,-15,7%,-4,0%,-12%,?
COc1cccc(OCC(=O)NC2CCCCCC2)c1,.,.,.,15%,-16%,39%[activator]
COCCNC(=O)/C(C#N)=C/c1c(N2CCN(C)CC2)nc2ccccn2c1=O,-2,10%,-3,18%,2%,31%[activator]
COc1ccc(OC)c(/C(C)=N/Nc2ccc(C(=O)O)cc2)c1,55*,17%,38*,139%[activator],-18%,77%[activator]
Cc1nc(NCCCN2CCOCC2)c2oc3ccccc3c2n1,10,-11%,-2,-14%,-1%,?
CC(C)CN1CCN(Cc2ccc(F)cc2Cl)CC1CCO (configuration not stated),22,1%,1,-3%,2%,2%
O=C(Nc1ccncc1)Nc1ccc(F)cc1F,54*,1%,27*,9.3µM*,3%,35%
NNc1nnc(-c2ccccc2)c(-c2ccccc2)n1,-7,-19%,-5,.,?,?
O=C(NCc1ccccn1)c1cc(-c2ccccc2)on1,141*,3%,36*,76%[activator],2%,?
COc1ccccc1NC(=O)CNc1ccc(F)c(Cl)c1,-3,0%,0,?,-2%,15µM*
O=C(N/N=C/c1c(O)ccc2ccccc12)c1ccc(Br)o1,-2,0%,18*,?,-2%,3%
COCC(=O)NC1CCN(C(=O)NCc2ccccc2)CC1,-3,2%,-5,.,-2%,8%
Oc1ccccc1N=Cc1ccc[nH]1,2,?,16,?,-23%,27%
COc1ccc(C(=O)OCCCN(C)C)cc1OC,18,-2%,45*,-22%,-5%,108%[activator]

# Entries of single compounds from above. Screens in order: Shiga toxin inh	FBPA Giardia inh	CHX counter	Pf growth 48h	Sm TGR block	Pf growth 96h
# Results for COCC(=O)NC1CCN(C(=O)NCc2ccccc2)CC1 : -3	2%	-5	.	-2%	8%
# Results for O=C(Nc1ccncc1)Nc1ccc(F)cc1F : 54*	1%	27*	9.3µM*	3%	35%

# Returning to the listing, starting two compounds before the break.
SMILES,Shiga toxin inh,FBPA Giardia inh,CHX counter,Pf growth 48h,Sm TGR block,Pf growth 96h
Oc1ccccc1N=Cc1ccc[nH]1,2,?,16,?,-23%,27%
COc1ccc(C(=O)OCCCN(C)C)cc1OC,18,-2%,45*,-22%,-5%,108%[activator]
Cc1nnc(NC(=O)Oc2ccccc2)s1,3,1%,-2,-7%,7%,?
C/C(=N\NC(=O)c1ccccc1[N+](=O)[O-])c1ccc(Br)s1,-6,2%,-4,-2%,3%,59%[activator]
CCCN(CCC)C(=O)Cn1ccc(=N)c2ccccc21,-13,4%,-4,1.7µM*,5%,.
C=CCn1cc(Cl)cc(C(=O)Nc2ccccc2)c1=O,17,9%,14*,.,8%,22%
Cc1n(CC(=O)c2ccc(F)cc2)c2ccccc2[n+]1C,-8,4%,-1,3.7µM*,-8%,?
CCN(CC)CCN1C(=O)C(=O)/C(=C(/O)c2ccc(Cl)cc2)C1c1ccncc1 (configuration not stated),-14,3%,-9,9%,0%,-12%
Cc1cccc(NC(=O)COC(=O)c2ccccn2)c1,-8,-2%,-2,16%,-19%,0%
CCC(=O)N1CCc2cc(S(=O)(=O)CCC(=O)Nc3ccc(F)c(F)c3)ccc21,-16,6%,-2,.,-11%,5%
Cc1nnc(NC(=O)Cc2cccs2)s1,-14,1%,-8,12%,-12%,-14%
O=C(c1cccc(S(=O)(=O)N2CCOCC2)c1)N(Cc1nnc(-c2ccccc2Cl)o1)C1CC1,.,.,.,?,7%,?
Cc1cc(C)nc(NC(=O)/C=C/c2ccc3c(c2)OCO3)c1,66*,0%,52*,161%[activator],-1%,195%[activator]
O=C(CSc1nnc(CN2CCOCC2)n1-c1ccc(Cl)cc1)Nc1cc(Cl)ccc1O,17,10%,1,?,3%,.
CCN(CC)c1ccc(C=Nc2cc(C)cc(C)c2)c(O)c1,6,?,-2,23%,-9%,-12%
COC(CNS(=O)(=O)c1ccc(Cl)cc1)c1ccccc1 (configuration not stated),-8,1%,-2,-12%,8%,13µM*
C=Cc1ccc(CN2CCCN(Cc3ccc(F)cc3)S2(=O)=O)cc1,-4,-1%,-3,38%[activator],-1%,-16%
O=C(CSCc1c(Cl)cccc1Cl)Nc1ccccc1C(=O)N1CCOCC1,-18,6%,-2,9%,12%,.
CCOn1c(=O)c(-c2ccc(Cl)cc2)[n+]([O-])c2ccccc21,-2,0%,-2,12%,-1%,.
Cc1sc2ncnc(N3CCC(C(=O)Nc4nnc(CC(C)C)s4)CC3)c2c1C,.,.,.,?,2%,-8%
Cc1ccccc1NS(=O)(=O)c1ccc2c(c1)NC(=O)CO2,-9,-11%,-1,-3%,9%,137%[activator]
CC1CC(C)CN(S(=O)(=O)c2ccc(C(=O)N3CC(C)OC(C)C3)cc2)C1 (configuration not stated),-29,.,-3,-1%,-2%,?
COc1ccccc1OCCNc1cc(N2CCCCC2)ccc1[N+](=O)[O-],-4,-1%,9,2%,-10%,-11%
Cc1cc(N2CCC(C(=O)Nc3ccc(F)cc3)CC2)nc(-c2ccccc2)n1,-12,1%,-3,-15%,-24%,.
